LGR2 inh = Drosophila LGR2 receptor signaling inhibition; inhibition, % at 9.99 µM; 380,000 compounds, 0.35% hits; HEK293 LGR2, CRE-luciferase, bursicon-stimulated, 4 h; AID 720647;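 active = drop in luminescence signal, shown as inhibition above about 50% in the replicate tests, limit read from the data, passing the limit was not always enough; inconclusive = probably only some replicates passing the limit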;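 also: agonist challenge used bursicon conditioned medium at about half maximal strength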
Cneo AK release = causes C. neoformans cell lysis. adenylate kinase release luminescence, 4 h; normalised: neutral wells 0, clomiphene wells 100. lysis activity, % at 15 µM. 360,000 compounds, 0.2% hits;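 active = mean lysis activity across replicates of at least 80%, whatever share of replicates individually reach that level; inactive = mean lysis activity below 80%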
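Material: C. neoformans cells; Schedule: 4 h static compound exposure, 37 °C, read 1 h post-reagent; Measured by: adenylate kinase release luminescence; Read-out: signal increase indicating cell lysis; Controls: Clomiphene as positive lysis control.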
S100A4 MyoIIA = inhibitors of human S100A4 binding to myosin IIA peptide; P26447; S100A4/TAMRA-MyoIIA peptide fluorescence polarization; inhibition, % at 10.7 µM; 360,000 compounds, 0.14% hits; AID 652163;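 active = mean inhibition of at least 70% across replicates, with every replicate also reaching that level; inconclusive = mean inhibition reaches 70% but some replicates fall short; inactive = mean inhibition below 70%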
Target sequence (P26447 whole entry, looked up): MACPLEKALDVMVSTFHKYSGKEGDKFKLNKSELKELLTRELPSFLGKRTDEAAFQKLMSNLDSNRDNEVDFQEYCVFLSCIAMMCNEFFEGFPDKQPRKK
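incubation = readout 5 min after mixing, signal stable up to 60 min | system = S100A4 monomer protein | buffer or medium = HEPES pH 7.2 with CaCl2, KCl, NaCl, DTT, Triton | benchmarks = neutral control DMSO, positive control TFP | also added = fluorescent myosin IIA peptide, 5 nM | compound dosing = one concentration per compound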
Xi reactivation = activators of X-chromosome reactivation in mouse fibroblasts; XiGFP mouse fibroblasts, % GFP-positive cells imaging, 3 d; cells co-treated with 5-aza-dC sensitizer; scaled so ellipticine positive control = 100%; activation, % at 7.58 µM; 360,000 compounds, 0.055% hits;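 active = mean normalized replicate activation at least 10% and every replicate at or above 10%; inconclusive = only one of the two criteria met; inactive = mean below 10% and not all replicates reach 10%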;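 also: 0% = median of on-plate neutral control wells and 100% = ellipticine 6 µM median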
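System: 68-5-11 XiGFP fibroblast line | Buffer or medium: DMEM containing 5-aza-dC | Compound: Single point | Times: Compounds 3 days, fix/stain 15 min at room temperature | Benchmarks: Positive control ellipticine, 6 µM final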
C2C12 statin = suppression of simvastatin myotoxicity. C2C12 myotubes + simvastatin, ATP luminescence, 48 h; scaled: DMSO 0, geranylgeraniol control 100. rescue of ATP level, % at 7.49 µM. 330,000 compounds, 0.78% hits. AID 602340;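 active = mean ATP rescue above about 67%, or every replicate alone reaching that limit, limit read from the data, passing the limit was not always enough; inconclusive = no clear call, values can overlap the other calls; inactive = mean under the limit and some replicate under it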;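 also: myotubes were challenged with 10 µM simvastatin during compound exposure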
ERAP1 inh = inhibitors of human ERAP1 aminopeptidase; Q9NZ08; recombinant ERAP1, Leu-AMC fluorescence, 60 min; inhibition, % at 10.7 µM; 340,000 compounds, 0.15% hits;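 active = mean replicate inhibition of at least 30%, or all replicates individually reaching that 30% level; inactive = mean below 30% and not every replicate reaching it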;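 also: 0% = neutral control wells and 100% = L-leucinethiol positive control wells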
Target sequence (Q9NZ08 whole entry, looked up): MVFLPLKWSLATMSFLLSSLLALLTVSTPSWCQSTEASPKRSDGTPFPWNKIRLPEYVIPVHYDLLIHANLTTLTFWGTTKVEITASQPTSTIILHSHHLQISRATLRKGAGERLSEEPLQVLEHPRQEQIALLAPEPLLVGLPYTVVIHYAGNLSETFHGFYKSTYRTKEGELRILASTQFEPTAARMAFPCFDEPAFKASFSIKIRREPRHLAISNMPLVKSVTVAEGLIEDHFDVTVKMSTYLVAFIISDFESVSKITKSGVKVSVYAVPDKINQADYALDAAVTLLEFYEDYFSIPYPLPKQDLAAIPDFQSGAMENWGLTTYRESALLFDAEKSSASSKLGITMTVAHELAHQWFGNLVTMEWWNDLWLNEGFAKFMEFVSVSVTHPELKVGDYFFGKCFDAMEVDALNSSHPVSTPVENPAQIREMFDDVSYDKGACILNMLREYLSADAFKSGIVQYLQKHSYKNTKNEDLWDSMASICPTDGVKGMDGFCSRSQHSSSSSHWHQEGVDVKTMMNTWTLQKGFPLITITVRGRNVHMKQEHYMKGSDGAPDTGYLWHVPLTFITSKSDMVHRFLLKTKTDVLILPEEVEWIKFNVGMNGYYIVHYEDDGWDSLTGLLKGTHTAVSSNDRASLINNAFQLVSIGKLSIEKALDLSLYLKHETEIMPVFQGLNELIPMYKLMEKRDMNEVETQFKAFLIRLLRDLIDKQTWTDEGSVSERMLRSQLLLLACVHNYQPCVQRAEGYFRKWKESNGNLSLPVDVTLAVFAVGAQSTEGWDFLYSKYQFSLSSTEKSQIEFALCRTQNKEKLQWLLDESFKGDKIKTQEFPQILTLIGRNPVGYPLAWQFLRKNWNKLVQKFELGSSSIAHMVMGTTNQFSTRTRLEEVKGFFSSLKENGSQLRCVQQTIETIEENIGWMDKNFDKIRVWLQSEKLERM
SIRT5 block = inhibitors of human sirtuin-5 desuccinylase; Q9NXA8; Purified SirT5, succinyl-peptide AMC, trypsin-coupled fluorescence; inhibition, % at 15 µM; 330,000 compounds, 1.1% hits; AID 652115; in the data active = inhibition above about 15%; inconclusive = no clear call, values can overlap the other calls
PGC1a acetyl inh = modulators of PGC1a acetylation | U2OS PGC1a acetylation, AlphaScreen anti-acetyl-lysine; with virally co-expressed GCN5 acetyltransferase | inhibition, % at 15.6 µM | 350,000 compounds, 0.17% hits | AID 651687;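 active = every replicate shows inhibition of at least 40%; inconclusive = mean inhibition at least 40% but some replicate below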;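 also: 0% = neutral control wells and 100% = positive control wells; some results beyond the cut were filed as inactive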
Numbers without * were called inactive; u = inconclusive; x = not tested or not shown; & = joins results of further samples.

molecule	LGR2 inh	Cneo AK release	S100A4 MyoIIA	Xi reactivation	C2C12 statin	ERAP1 inh	SIRT5 block	PGC1a acetyl inh
O=C1OCC(c2ccccc2)=C1c1ccccc1	-21	1	-3	0.4	1	3	0	-3
CC(C)(C)OC(=O)C[C@H]1C/C=C\C[C@@H](CC(=O)N[C@@H](CO)Cc2ccccc2)C(=O)N2CCC[C@H]2COC1=O	11	1	0	0.0	6	-2	4	-1
COC(=O)C1=C(C)N(Cc2ccccc2C(F)(F)F)C(=NCc2ccc(C(F)(F)F)cc2)NC1CCc1ccccc1 (configuration not stated)	-5	x	10	0.3	x	-1	x	x
CCc1ccc(C(=O)NC(=S)Nc2ccc(N3CCOCC3)cc2)cc1	-14	x	1	0.0	x	-3	0	x
CC(C)C(NC(=O)OCc1ccccc1)C(=O)N1CCOCCOCCOCC1 (configuration not stated)	x	x	2	0.1	x	-1	3	x
CCCCOc1ccc(C(=O)OCC(=O)Nc2cc(C)c(C)cc2[N+](=O)[O-])cc1	12	x	0	0.0	x	-1	1	x
Cc1cc(/C=C2/SC(=O)NC2=O)c(C)n1-c1ccc(N2CCOCC2)cc1	-9	1	x	1.5	x	x	x	-7
C[C@H](CO)N1C[C@H](C)[C@H](CN(C)Cc2ccccc2C(=O)O)Oc2cc(-c3ccccc3)ccc2S1(=O)=O	-19	4	11	-1.0	-24	-2	-13	5
Cc1nn(C)cc1NC(=O)C[C@H]1CC[C@H]2[C@H](COc3ccc(NC(=O)C(C)C)cc3C(=O)N2C)O1	-7	1	x	0.3	-6	x	x	-1
COCC(=O)N1C[C@@H](C)[C@@H](OC)CN(C)C(=O)c2cc(NC(=O)C3CCC3)ccc2OC[C@H]1C	6	-3	-6	-0.3	-2	-4	-2	12
CCOC(=O)C1CCN(CC(=O)N(CC(C)C)c2c(N)n(CC(C)C)c(=O)[nH]c2=O)CC1	x	x	-5	0.0	x	-3	-6	x
COc1cc(OC)cc(C(=O)NNC(=O)c2cc(S(=O)(=O)N3CCOCC3)ccc2F)c1	0	-2	1	0.1	-19	1	-3	-6
CC(=NN=C(C)c1ccc(O)cc1)c1ccc(O)cc1	-40	0	-12	0.0	-12	2	-2	-1
CCCNC(=O)C[C@H]1CC[C@@H]2[C@@H](COc3ccc(NC(=O)c4ccc(OC)cc4)cc3C(=O)N2C)O1	3	-2	x	-0.1	2	x	x	-8
COc1ccc(-c2ccc(-c3noc(-c4ccccc4F)n3)c(OC)n2)cc1	1	1	x	x	-24	x	x	-3

Other entries
molecule	LGR2 inh	Cneo AK release	S100A4 MyoIIA	Xi reactivation	C2C12 statin	ERAP1 inh	SIRT5 block	PGC1a acetyl inh
CN(C)C(=O)c1ccc(-c2ccc([C@@H]3[C@@H](CO)N4CCCCN(C(=O)C5CCCC5)C[C@@H]34)cc2)cc1	x	0	-4	x	x	-1	4	5
N#CCSCC(=O)Nc1ccc(Br)cc1	-9	0	x	x	26	x	x	7
CC(C)NC(=O)Nc1ccc2c(c1)C(=O)N([C@@H](C)CO)C[C@@H](C)[C@H](CN(C)C(=O)Nc1ccccc1)O2	0	4	1	-0.2	-4	-4	-3	7
CCOc1cc(C(=O)OCC(=O)NC(C)c2ccccc2)ccc1OCC(=O)N1CCOCC1 (configuration not stated)	4	x	-1	0.1	-3	-7	-7	8
COc1ccc(Nc2nc(OC)nc(OC)n2)cc1	-14	1	-3	-0.1	-3	-4	x	-10
C/C=C/c1ccc2c(c1)O[C@@H](CN(C)C(=O)c1ccccc1)[C@@H](C)CN([C@H](C)CO)S2(=O)=O	-1	-2	7	-0.6	-12	1	1	-22
CC1(C)CC(=O)C2=C(C1)N(c1ccc(F)cc1)C(=O)C2(NC(=O)c1ccccc1F)C(F)(F)F (configuration not stated)	-26	x	-7	0.0	x	0	-4	x
O=C(CCc1nnc2ccc(NCc3ccco3)nn12)N1CCN(c2ccccc2F)CC1	10	4	-7	0.0	-4	0	3	5
CC(C)NC(=O)Nc1ccc2c(c1)C(=O)N([C@@H](C)CO)C[C@@H](C)[C@H](CN(C)S(=O)(=O)c1ccc(Cl)cc1)O2	-19	0	8	-1.1	10	-2	0	5
CC(C)(C)NC(=O)C(c1ccc(-c2ccccc2)cc1)N(C[C@H]1CC[C@@H]([C@@H]2CC[C@H](CO)O2)O1)C(=O)c1ccc2ccccc2c1 (some centres not stated)	29	0	-4	0.0	4	0	-4	x
CSc1nsc(SC)c1C(=O)Nc1ccc(C)cc1	-18	12	x	x	1	x	x	6
CCc1ccc(/C=C(\C#N)C(=O)NC2CCS(=O)(=O)C2)cc1 (configuration not stated)	7	2	1	0.3	1	0	1	9
Cc1cc(OCc2nc(-c3ccncc3)no2)cc(C)c1Cl	9	x	0	0.0	x	4	-4	x
CNC[C@H](CC1CCCCC1)NC[C@H](CO)NCCc1cccc(C(F)(F)F)c1	u	1	-3	0.0	-6	4	-1	-41
CC(=O)N1CCC(CCCC2CCN(C(C)=O)CC2)CC1	4	1	-8	0.2	20	-4	x	-8

Continued.
molecule	LGR2 inh	Cneo AK release	S100A4 MyoIIA	Xi reactivation	C2C12 statin	ERAP1 inh	SIRT5 block	PGC1a acetyl inh
C[C@H](CO)N1C[C@H](C)[C@@H](CN(C)Cc2ccccc2)OCCCC[C@H](C)Oc2ccc(N(C)C)cc2C1=O	-11&-8	6&-1	-4&-5	0.0&0.1	11&22	0&-1	-4&-3	3&-8&-11
CCOc1cc(/C=C/C(=O)O)ccc1OCCOc1ccccc1	-1	-2	-4	0.0	2	1	0	x
CCCN1CCC(N(CCc2ccccc2)Cc2ccccc2)CC1	10	3	-12	-0.1	6	-2	-3	-22
CN(C)C(=O)C[C@H]1C=C[C@@H](NC(=O)c2ccc(F)cc2)[C@@H](CO)O1	x	-4	-15	x	-10	0	1	6
C[C@H]1CN([C@@H](C)CO)C(=O)Cc2cc(NC(=O)NC3CCCCC3)ccc2O[C@H]1CN(C)CC1CCCCC1	7	17	7	-1.1	-29	-2	8	-4
O=C1NCCO1	-4	1	-4	0.1	-3	-1	-2	4
COCCCn1c(C)nnc1SCC(=O)NNC(=O)COc1ccc(Cl)cc1	-9	4	-1	0.1	7	-3	-1	x
C1N2CN3CN1CN(C2)C3	6	2	7	-0.1	3	-2	-2	x
CCCN1[C@@H]2Cn3c(ccc(-c4cccnc4)c3=O)[C@H]1[C@@H](C(=O)NC1CCC1)[C@@H]2CO	-5	2	0	0.3	-8	-2	3	x
Cc1cc(C(=O)N/N=C/c2ccc3c(c2)OCO3)c2ccccc2n1	-14	x	-2	0.1	x	4	1	-22
CC(=O)Nc1ccc(NC(=O)CN2C(=O)COc3ccc(S(=O)(=O)N4CCOCC4)cc32)cc1	2	1	-5	0.0	-16	0	-6	5
CC(=O)N1[C@@H]2c3ccc(-c4cncnc4)c(=O)n3C[C@@H]2[C@@H](CO)[C@@H]1C(=O)NCc1ccccc1Cl	0	4	0	0.2	-8	7	-28	x
CC(c1ccccc1)n1c(S(=O)(=O)O)nc2ccccc21 (configuration not stated)	-5	x	-1	0.2	x	0	-6	-5
O=C(COc1ccc(S(=O)(=O)NC2CCCCC2)cc1)NC1CC1	-11	-1	0	0.1	x	0	-1	-13
Cc1ccc(NC(=O)/C(C#N)=C/c2cn(CC(=O)NCc3ccco3)c3ccccc23)cc1C	3	-2	-5	-0.1	x	-4	0	-11

Going on with the list:
molecule	LGR2 inh	Cneo AK release	S100A4 MyoIIA	Xi reactivation	C2C12 statin	ERAP1 inh	SIRT5 block	PGC1a acetyl inh
Oc1[nH]c2ccccc2c1C1=NCCCC1	x	-2	-4	x	10	x	x	-21
O=C(Nc1cc(F)ccc1F)N1CC(=O)N2[C@@H](CO)[C@@H](c3ccc(C#CC4CCCCC4)cc3)[C@@H]2C1	19	x	-15	0.0	x	0	21*	4
[N-]=[N+]=NCc1ccccc1C[C@]1(C(=O)N2CCCCC2)COC(c2ccc(OCCCO)cc2)=N1	x	11	9	x	x	-1	0	2
Cc1ccc(S(=O)(=O)N2C[C@H]3C(=O)C[C@@H]4C(=O)N(c5ccccc5)C(=O)[C@@H]4[C@@H]3C[C@@H]2c2ccccc2)cc1	5	-2	0	0.0	-8	x	-2	5
COc1cc(CNCCc2ccccc2)ccc1OCC(N)=O	-1	0	1	-0.1	x	0	-3	5
Cc1ccc(S(=O)(=O)NNC(=O)c2ccccc2-n2cccc2)cc1	-3	-3	-2	-0.1	10	4	2	0
COc1cc(/C=N/NC(=O)c2ccc(CSc3nncn3C)cc2)ccc1OCC(=O)N1CC(C)OC(C)C1 (configuration not stated)	-1	3	-2	0.0	13	1	6	7
O=C1CC(NNc2ccccc2)C(=O)N1c1ccc(N2CCCCC2)cc1 (configuration not stated)	0	x	-7	0.0	x	0	-2	x
CN(C)/C(=N\S(=O)(=O)c1ccc(F)cc1)c1ccccc1	-17	4	2	0.0	-7	-3	0	x
COc1ccc(/C=N/N2CCN(C)CC2)c(OC)c1OC	21	x	-15	0.2	x	0	8	x
COc1cccc(CNC(=O)c2cc(C3CC3)nc3c2cnn3C(C)C)c1	8	-4	-2	0.4	-17	-1	-1	-5
CC(=O)NC(Cc1ccc(C(C)C)cc1)C(=O)NC1CCN(C(=O)c2cccc(C)c2)CC1 (configuration not stated)	13	1	-1	0.1	12	3	-3	-7
C[C@H]1COc2cc(N3CCCCC3)ccc2S(=O)(=O)N1	1	x	1	-0.2	x	0	-1	x
O=C(C1CCOCC1)N1CC2(C1)[C@@H](c1ccccc1)[C@H](CO)N2Cc1ccc(Cl)cc1	11	x	3	0.1	x	2	-1	x
CCCCc1ccc(NC(=S)NCc2cccnc2)cc1	5	-2	2	-0.4	-16	-3	-5	7

(cont.)
molecule	LGR2 inh	Cneo AK release	S100A4 MyoIIA	Xi reactivation	C2C12 statin	ERAP1 inh	SIRT5 block	PGC1a acetyl inh
COC(=O)CCC(=O)OC1(C)C(=O)C2=CN(C3CCCC3)C(c3ccc(OC)cc3)=CC2=C(Br)C1=O (configuration not stated)	-1	3	-16	0.1	1	4	-2	x
O=C(NNS(=O)(=O)c1ccc(Cl)cc1Cl)c1cc2ncc(C(F)(F)F)cc2s1	-4	0	0	2.7	1	-1	0	6
Cc1cc(=O)c(C(=O)O)nn1-c1ccccc1C(F)(F)F	11	-1	-2	0.0	-2	-7	-1	-7
COc1ccc(/C=N/NC(=O)c2cccnc2)c2ccccc12	-12	-1	-8	0.1	-18	-4	-5	6
Cc1noc(C)c1NC(=O)Nc1cccc2c1O[C@H](CN(C)C(=O)Nc1ccc3c(c1)OCO3)[C@H](C)CN([C@H](C)CO)C2=O	9	-5	22	-0.6	-3	1	-4	-6
CCOC(=O)c1sc(NC(=O)CC)nc1C	-12	x	-1	0.0	x	-4	1	x
CCCCn1c(N)c(N(CC(C)C)C(=O)CC2CCCC2)c(=O)[nH]c1=O	1	-2	0	0.1	-5	0	-6	x
CN(C)c1ccc(CC(=O)N2CCCC(c3cc(C(=O)Nc4ccc(C(C)(C)C)cc4)no3)C2)cc1 (configuration not stated)	17	-1	-1	-0.2	16	-1	2	8
C/C(=N\NC(=O)c1nn(C)c(C)c1Br)c1ccc(NC(=O)C2CCCC2)cc1	-3	-5	-3	0.0	-31	-4	2	6

This is a subset; the hit share may differ from the screen's.
